# SENP7 inh: blocks the human protease SENP7; Q9BQF6; recombinant SENP7, Z-RLRGG-aminoluciferin luminescence, 40 min; inhibition, % at 5 µM; hit rate 1.5% among 330,000;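 active = inhibition above about 50% at the single test dose, limit read from the data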;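 note: plate controls were DMSO with enzyme for no effect and no enzyme buffer wells for full effect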
# A3G deaminase: inhibitors of human APOBEC3G DNA deaminase; recombinant A3G, ssDNA deamination FAM/TAMRA fluorescence; inhibition, % at 20 µM; hit rate 0.28% among 330,000;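 active = inhibition of at least 40% at 20 µM, with no more than 30% in the related APOBEC3A deaminase screen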;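 note: plate controls were DMSO wells with A3G for no effect and wells lacking A3G enzyme for full effect; some compounds called inactive have numbers as strong as hits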
# Target sequence (Q9HC16 whole entry, looked up): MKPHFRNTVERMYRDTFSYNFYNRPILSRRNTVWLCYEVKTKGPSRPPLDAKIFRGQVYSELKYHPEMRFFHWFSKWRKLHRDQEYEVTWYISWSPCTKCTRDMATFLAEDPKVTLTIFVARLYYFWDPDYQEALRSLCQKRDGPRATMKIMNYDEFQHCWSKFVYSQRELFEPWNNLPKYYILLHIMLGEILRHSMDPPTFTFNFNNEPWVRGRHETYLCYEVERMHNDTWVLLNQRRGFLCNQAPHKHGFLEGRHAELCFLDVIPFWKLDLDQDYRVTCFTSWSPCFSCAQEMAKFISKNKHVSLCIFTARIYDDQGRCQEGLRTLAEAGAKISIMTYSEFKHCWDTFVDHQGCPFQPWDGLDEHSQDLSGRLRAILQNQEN
# UBC13 inh: blocks human UBC13 polyubiquitin chain formation; P61088; TR-FRET; inhibition, % at 20 µM; hit rate 0.47% among 330,000; in the data active = inhibition above about 45%, passing the limit was not always enough
# SENP6 inh: blocks the human protease SENP6 | Recombinant SENP6 catalytic domain, aminoluciferin luminescence | hit rate 1.8% among 330,000 | inhibition, % at 10 µM;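 active = inhibition above about 50% at the single tested dose, limit read from the data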;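 note: plate controls were DMSO wells with enzyme for no effect and DMSO wells lacking enzyme for full effect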
# Target sequence (Q9GZR1 628-1112 limits assumed): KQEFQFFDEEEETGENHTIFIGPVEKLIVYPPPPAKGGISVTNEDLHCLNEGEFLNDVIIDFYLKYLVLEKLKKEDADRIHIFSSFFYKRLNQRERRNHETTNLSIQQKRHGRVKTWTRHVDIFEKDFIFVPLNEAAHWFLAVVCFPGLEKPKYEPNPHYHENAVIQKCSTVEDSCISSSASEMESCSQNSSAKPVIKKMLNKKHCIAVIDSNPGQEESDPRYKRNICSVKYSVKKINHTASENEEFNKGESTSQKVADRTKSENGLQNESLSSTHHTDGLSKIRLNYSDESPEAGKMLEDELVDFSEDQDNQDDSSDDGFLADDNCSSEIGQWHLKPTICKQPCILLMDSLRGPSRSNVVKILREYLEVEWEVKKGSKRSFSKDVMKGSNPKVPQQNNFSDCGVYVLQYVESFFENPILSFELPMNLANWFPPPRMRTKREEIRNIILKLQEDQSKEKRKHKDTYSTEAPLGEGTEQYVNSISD
# SENP8 block-1: inhibitors of human SENP8 protease | Q96LD8 | AID 2540 | purified SENP8, Z-RLRGG-aminoluciferin cleavage, luminescence | inhibition, % at 10 µM | hit rate 1.2% among 330,000; in the data active = inhibition above about 50%
# SENP1 inh: blocks the human SENP1 SUMO protease catalytic domain | Q9P0U3 | recombinant SENP1 catalytic domain, CyPet-SUMO1-YPet FRET cleavage | inhibition, % at 10 µM | hit rate 0.21% among 360,000;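 active = inhibition at least 30% at 10 µM, raw YFP signal under a set limit, fluorescence ratio 0.5 to 1.5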;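 note: 0% = enzyme with DMSO and 100% = no enzyme wells; some results filed as inactive read as strong as hits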
# Target sequence (Q9P0U3 419-644 limits assumed): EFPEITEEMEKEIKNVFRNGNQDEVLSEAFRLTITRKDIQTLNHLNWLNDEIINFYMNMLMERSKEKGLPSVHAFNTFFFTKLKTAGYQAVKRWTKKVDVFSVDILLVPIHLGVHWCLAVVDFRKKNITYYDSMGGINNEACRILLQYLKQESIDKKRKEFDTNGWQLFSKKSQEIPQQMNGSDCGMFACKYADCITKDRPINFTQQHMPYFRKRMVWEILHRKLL
#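 Material: hSENP1 catalytic domain, recombinant; medium: Tris pH 8 with BME, BSA, NP40 and catalase; compound: single concentration of 10 µM compound, 0.5% DMSO final; technique: FRET read of cyan and yellow fluorescence; timing: 50 min enzyme reaction, room temperature, light-protected; reagent: SFCypet-SUMO1-SFYpet substrate at 25 nM; control set: no-enzyme low, enzyme-DMSO high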
# Apaf-1 inh: blocks human Apaf-1 apoptosome activity; O14727; reconstituted apoptosome caspase-3 activity, DEVD-Rh110 fluorescence; inhibition, % at 20 µM; hit rate 0.71% among 330,000; AID 489030; active = inhibition of at least 40% at 20 µM;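 note: plate controls were DMSO wells for no effect and DEVD-CHO caspase inhibitor wells for full effect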
#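 Material: reconstituted apoptosome with Apaf-1, cytochrome c, caspase-9, procaspase-3, dATP. Technique: Rh110 fluorescence intensity. Buffer or medium: pH 7.5 Hepes buffer with CHAPS, BSA, DTT. Times: 30 min plus 50 min, RT.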
# SENP8 block-2: SENP8 (human) protease inhibition; AID 602440; hit rate 0.64% among 360,000; Q96LD8; recombinant SENP8, Nedd8 substrate fluorescence; inhibition, % at 20 µM; in the data active = inhibition mostly above about 40%, no sharp cut-off; inactive = mostly below about 27%
# * hit, by the source's call; & = joins results of further samples.
Compound,SENP6 inh,SENP7 inh,SENP8 block-1,SENP8 block-2,A3G deaminase,Apaf-1 inh,UBC13 inh,SENP1 inh
CCc1ccc(NC(=O)CCn2c(=O)c3cccn3c3ccccc32)cc1,2.9,-1.7,-0.3,4.4,2.9,12.6,-6.1,-4.6
C=CCNC(=O)c1ccc(-c2cccc([N+](=O)[O-])c2)o1,6.6,9.1,-2.3,7.8,2.6,6.6,-6.4,-0.4
CC1CCCN(C(=O)COC(=O)C2CCN(S(=O)(=O)c3ccc4c(c3)OCCO4)CC2)C1 (stereo unspecified),-8.7,-12.3,-15.0,16.0,-6.4,9.6,-7.2,1.4
O=C(NC(Cc1ccccc1)C(=O)O)/C(=C/c1ccccc1)NC(=O)c1ccc(Br)o1 (stereo unspecified),-15.9,11.0,-0.7,-7.3,-3.5,5.3,6.7,-44.4
COC(=O)c1cccc(C(=O)Nc2ccc(F)cc2)n1,-5.1,7.4,-0.4,4.5,-3.3,-8.3,1.6,1.9
CC(=O)c1c(C(C)=O)c(C)n(-c2nc(-c3cccs3)c(C)s2)c1C,-2.4,4.0,0.7,0.8,-2.0,4.1,-0.6,-0.9
COc1ccc2c(c1)[nH]c1c(=O)n(Cc3ccncc3)cnc12,-10.2,0.4,-6.3,3.8,-4.9,-2.9,-2.2,0.9
COCc1nc2ccccc2n1CCCOc1ccccc1,-17.0,-4.0,-6.1,9.7,-5.6,4.5,-0.6,2.0
O=C1N=c2ccccc2=C1c1sc(=S)n(NC(=O)c2ccccc2)c1O,-22.7,2.8,-0.4,-1.4,3.4,3.6,-46.3,0.2
CCc1nccn1CCC(=O)NC1CCCc2c1cnn2-c1ccc(F)cc1F (stereo unspecified),5.8,-0.5,-1.4,-6.2,-3.0,-13.8,-1.0,-4.0
S=C1NCN(Cc2cccnc2)CN1,-18.0,-9.7,1.8,15.4,-6.6,-20.2,8.9,1.2
Cc1ccccc1OCC(O)CNC1CCC(NCC(O)COc2ccccc2C)CC1 (stereo unspecified),9.9,0.4,0.3,22.8,-1.6,18.8,37.5,-2.5
CN(CCOc1ccc(-c2ccn(S(=O)(=O)c3cccc4ccccc34)n2)cc1)c1ccccn1,8.5,3.0,-1.1,15.5,-2.8,-0.1,2.5,1.4
Cc1cc(C)c(NC(=O)Cn2nnc(C(=O)NCc3cccs3)c2N)c(C)c1,-13.3,-5.5,-14.0,-4.6,-4.6,7.8,-11.8,-2.7
CNC(=O)Oc1ccc2c(c1)[C@]1(C)CCN(C)[C@@H]1N2C,-0.3&-0.3,-7.3&3.8,-7.8&-3.0,-19.1&21.6,-4.8&-2.0,-8.8&-3.0,-8.8&5.1,0.0&1.0
CN(CCc1ccccn1)c1ccc([N+](=O)[O-])cn1,-10.6,11.8,-4.8,24.0,1.5,-11.0,-7.8,1.3

# The list goes on, starting with the last four of the part before.
Compound,SENP6 inh,SENP7 inh,SENP8 block-1,SENP8 block-2,A3G deaminase,Apaf-1 inh,UBC13 inh,SENP1 inh
CN(CCOc1ccc(-c2ccn(S(=O)(=O)c3cccc4ccccc34)n2)cc1)c1ccccn1,8.5,3.0,-1.1,15.5,-2.8,-0.1,2.5,1.4
Cc1cc(C)c(NC(=O)Cn2nnc(C(=O)NCc3cccs3)c2N)c(C)c1,-13.3,-5.5,-14.0,-4.6,-4.6,7.8,-11.8,-2.7
CNC(=O)Oc1ccc2c(c1)[C@]1(C)CCN(C)[C@@H]1N2C,-0.3&-0.3,-7.3&3.8,-7.8&-3.0,-19.1&21.6,-4.8&-2.0,-8.8&-3.0,-8.8&5.1,0.0&1.0
CN(CCc1ccccn1)c1ccc([N+](=O)[O-])cn1,-10.6,11.8,-4.8,24.0,1.5,-11.0,-7.8,1.3
CCc1nnc(NC(=O)CC(C)c2ccccc2)s1 (stereo unspecified),8.2,1.3,2.7,4.7,1.9,-5.3,9.6,-0.3
COc1cc2ncnc(N[C@H](C)c3ccccc3)c2cc1OC,3.8,-3.4,-0.5,-23.8,-4.3,3.1,10.2,0.2
O=C(N/N=C/c1ccccc1F)C(=O)N1CCCCCC1,-18.9,-10.3,-15.3,14.4,-2.1,8.7,-13.0,2.5
CCCc1ccc2oc(C(=O)N3CCN(CCC(N)=O)CC3)c(C)c2c1,-13.6,12.5,-4.9,9.3,-3.6,-1.2,-6.3,1.4
Cc1ccc(S(=O)(=O)Nc2cc(NC(=O)CN3CCOCC3)ccc2Cl)cc1,-21.7,0.0,-6.0,7.3,-8.5,-7.7,4.5,0.3
O=C1CNC(=S)N1Cc1ccc(F)cc1,0.2,-6.6,-4.8,12.5,-1.6,12.9,1.6,1.2
CN(C)Cc1cc(C(C)(C)C)cc(C(C)(C)C)c1O,1.9,1.9,7.8,18.4,-3.2,-25.9,-6.2,-0.1
COc1ccccc1NC(=O)NNC(=O)c1cc2ccccc2cc1O,6.6,-0.8,-5.2,-35.5,-6.0,12.0,15.5,8.6

# Fetched by compound from above, two records:
Compound,SENP6 inh,SENP7 inh,SENP8 block-1,SENP8 block-2,A3G deaminase,Apaf-1 inh,UBC13 inh,SENP1 inh
O=C1CNC(=S)N1Cc1ccc(F)cc1,0.2,-6.6,-4.8,12.5,-1.6,12.9,1.6,1.2
COc1ccccc1NC(=O)NNC(=O)c1cc2ccccc2cc1O,6.6,-0.8,-5.2,-35.5,-6.0,12.0,15.5,8.6

# The listing continues.
Compound,SENP6 inh,SENP7 inh,SENP8 block-1,SENP8 block-2,A3G deaminase,Apaf-1 inh,UBC13 inh,SENP1 inh
CSc1ccc(CN(C)CC(=O)Nc2cccc(Br)c2)cc1,6.4,3.7,-1.2,17.7,-9.2,10.6,1.6,3.6
NC(=O)C(c1ccccc1)C1CCCCC1 (stereo unspecified),-5.8,-1.4,7.7,7.5,-4.7,-12.4,5.7,-0.2
COc1ccc(Cc2nc3ccc(C(=O)NCc4cc(C)no4)cc3o2)cc1OC,5.3,7.6,-3.5,-10.1,-8.8,7.7,1.1,0.4
CN(C)S(=O)(=O)c1cccc(NC(=O)c2ccc(COc3ccccc3)cc2)c1,-11.8,7.0,2.6,-1.3,-3.2,16.5,-13.1,0.9
O=C1CC(c2ccccc2)NN1 (stereo unspecified),4.0,2.5,2.9,35.9,0.2,9.2,2.9,2.8
CCC1Sc2ccc(S(=O)(=O)CCC(=O)NCc3ccco3)cc2NC1=O (stereo unspecified),6.5,0.8,7.8,11.1,-3.5,-1.2,-2.8,-1.5
COCCNC(=O)c1ccccc1N(Cc1ccccc1)S(=O)(=O)c1ccccc1,-12.4,11.3,-9.0,12.8,3.1,-19.1,-4.8,0.5
CSc1cccc(NC(=O)Cc2ccccc2[N+](=O)[O-])c1,-14.2,-1.6,-5.0,13.7,-5.4,4.8,6.3,-0.8
CSC1=C(C#N)C(c2ccc(C(C)C)cc2)CC(=O)N1 (stereo unspecified),-0.1,5.5,11.2,5.0,-3.1,1.1,5.1,-1.2
O=C(c1ccc(Cl)c(NC2=NC3CS(=O)(=O)CC3S2)c1)N1CCN(c2ccccc2)CC1 (stereo unspecified),0.2,4.9,-4.5,2.3,-7.3,-2.2,1.6,1.3
COC(=O)c1cccc(NC(=O)Cc2ccsc2)c1,-11.8,11.8,5.5,8.1,-0.4,3.0,-0.2,-0.8
Cc1ccc(C2/C(=C(/O)c3ccc(OC(C)C)cc3)C(=O)C(=O)N2CCN2CCOCC2)cc1 (stereo unspecified),0.8,-1.5,-1.8,-38.9,-2.4,-9.8,-2.6,-0.7
CCN1CCN(Cc2ccc(NC(=O)c3cc(NC(=O)c4cncc(-c5cccs5)c4)cc(OC)c3)cc2C(F)(F)F)CC1,7.0,3.6,-3.5,-54.3,-2.5,67.9*,102.2*,-4.3
COc1ccc(C2NC(=S)NC(C)=C2C(=O)N2CCOCC2)cc1 (stereo unspecified),-9.9,-5.6,-6.5,-2.1,-8.3,11.6,-2.8,-0.3
Cn1cnnc1SCC(=O)Nc1ccccc1Oc1ccccc1,11.3,12.5,4.3,9.8,-4.6,-17.6,-8.2,2.9
CC(=O)Nc1cc(C(=O)NCc2ccco2)ccc1Sc1ccc(Cl)cc1,7.6,7.7,-1.5,-9.4,-1.2,8.2,0.0,-0.5
CCNC(=S)N/N=C/c1cc(C)n(-c2ccc(Cl)cc2)c1C,-10.8,-11.6,-14.4,-5.0,-7.9,19.5,-4.5,-0.7
Cc1ccc(S(=O)(=O)N(C)C)cc1NC(=O)CSc1nncs1,-2.9,10.8,-4.2,7.6,-6.5,-4.4,-4.4,0.1
c1cc(-c2nn[nH]n2)ccc1CN1CCCCC1,5.7,4.7,-3.6,2.1,2.2,-1.6,2.7,-0.2
O=C(CCc1ccccc1)N1CCN(c2ccccc2F)CC1,-0.5,8.3,-2.4,6.8,-4.4,9.2,-1.6,4.1
Cc1ccc2nc(SC(C)C(=O)NCc3ccc4c(c3)OCO4)[nH]c2c1 (stereo unspecified),-12.3,-5.9,-2.6,11.2,-4.5,-12.1,2.4,0.8
CN1CCc2c(sc(NC(=O)c3ccc(S(=O)(=O)N4CCOCC4)cc3)c2C(N)=O)C1,5.8,17.7,-0.7,-124.2,-13.5,11.4,-29.3,-33.0
O=C(NCCCn1ccnc1)c1ccc(-c2cccc(Cl)c2Cl)o1,4.2,-1.5,-12.1,3.2,-4.2,23.4,19.3,2.9
COc1ccccc1NC(=O)COC(=O)CCC(=O)c1cccs1,-0.9,-2.1,3.2,0.4,-0.9,2.5,1.4,6.2
CC1CCC/C(=C\Nc2ccc(C(=O)O)c(O)c2)C1=O (stereo unspecified),48.3,-11.8,27.7,-10.8,-7.2,-19.4,14.2,-8.4
Cc1cccc(OCc2n[nH]c(=S)o2)c1C,10.8,8.9,4.6,-5.5,5.1,-2.8,0.9,1.6
CCOC(=O)c1ccc(NC(=O)Oc2cc(C)c(Cl)cc2C(C)C)cc1,-2.9,-2.2,-0.3,14.0,-4.2,11.5,7.2,1.6
Cc1cccc2cc(COC(=O)c3ccco3)c(=O)[nH]c12,-6.5,-3.5,-0.5,-87.2,-4.2,14.8,-1.2,-3.5
O=C(Nc1ccccc1F)c1cccc(C(=O)Nc2ccccc2F)c1,9.0,-2.8,-0.8,9.6,-11.2,0.1,4.4,-0.2
COc1cccc(CN(C)C(=O)C2CSC3(C)CCC(=O)N23)c1OC (stereo unspecified),12.2,-3.5,4.2,3.0,-1.3,-9.3,-1.0,1.9
CCCc1cc(C(=O)Nc2cc(OC)ccc2OC)cs1,13.4,12.5,-14.6,1.7,-7.6,18.4,1.5,1.0
COc1ccc(NC(=S)NCCC(c2ccccc2)c2ccccc2)c(OC)c1,-1.9,7.1,-3.4,22.7,-3.0,13.9,4.5,-0.4
COc1ccc(CCNC(=O)CN(CCc2ccccc2)S(C)(=O)=O)cc1OC,-2.9,0.1,4.9,14.2,-5.0,2.6,6.2,0.6
Cc1ccc(-c2nn(-c3ccccc3)cc2/C=C(\C#N)C(=O)NCc2ccccc2)cc1,-18.7,-0.5,-5.2,-235.7,-7.9,0.9,4.0,1.1
COCCNC(=O)/C(C#N)=C/c1cc(C)n(-c2ccc(C)cc2)c1C,31.6,3.7,23.5,-195.1,-2.3,4.4,1.5,-11.5
O=C(C(c1ccccc1)c1ccccc1)N1CCCc2ccccc21,-1.4,-1.2,-4.3,12.6,-9.6,25.2,-9.8,-0.9
CCc1nc(N2CCOCC2)c(C#N)c2c1COC(C)(C)C2,-9.3,-1.7,-0.1,-472.7,-1.4,1.7,7.8,-2.4
CC1(C)CC2(CC(C)(C)NC(=O)N2)NC(=O)N1,-13.9,2.8,-3.3,24.6,7.4,8.4,-0.3,-0.3
C=CCn1cc(-c2ccccc2)cc(C#N)c1=O,-8.3,0.4,-8.1,-488.3,-0.5,3.3,3.4,0.7
CCCN1CCN(C(=S)Nc2ccc([N+](=O)[O-])cc2)CC1,2.0,3.4,0.8,19.7,0.5,-11.2,0.6,0.5

# Screening results (PubChem BioAssay)
